HGIII-sPLA2 inh – human group III sPLA2 inhibitors, primary screen, biochemical, QFRET, BODIPY PC-A2 liposome substrate | 0.56% of 370,000 active | Group 3 secretory phospholipase A2 (Homo sapiens), Q9NZ20 | inhibition, % at 12.2 µM | QFRET BODIPY PC-A2 liposome hydrolysis, fluorescence | AID 743126, 2013;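 active means inhibition above mean plus 3 SD of compounds lying within the high and low control bounds, cut at about 19% in these data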;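 further: 0% = median of test compound wells and 100% = no enzyme DMSO wells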
DAX1 inh-1 – DAX1 (NR0B1) inhibitors, primary screen, cell-based, HEK293, Gal4-DAX1, luciferase luminescence; Nuclear receptor subfamily 0 group B member 1 (Homo sapiens), P51843; HEK293 Gal4-DAX1 luciferase reporter; inhibition, % at 6.75 µM; 0.99% of 340,000 active; AID 504766, 2011;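 active means inhibition above the mean over all tested compounds plus 3 SD, cut at about 4.2% in these data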;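 further: 0% = DAX1-transfected cells with DMSO and 100% = empty-vector control cells with DMSO; inhibition shows as a rise in luminescence from relieved DAX1 repression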
GAA850 FXN act – FXN promoter activators, primary screen, cell-based, luciferase luminescence, HEK293 lucGAA850; HEK293 lucGAA850 FXN promoter luciferase reporter, 24 h; percent of 10 µM SAHA response; activation, % at 6 µM; 0.56% of 360,000 active; AID 540364, 2011;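 active means activation above the average of all compounds screened plus 3 SD, cutoff fixed separately per campaign, cut at about 7.5% in these data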;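 further: 0% = DMSO wells and 100% = 10 µM SAHA wells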
hcDAF-12 act – H. contortus DAF-12 nuclear receptor activators, primary screen, cell-based, luminescence, HEK293, lit1-tk-luc reporter; HEK293 hcDAF-12 lit1-tk-luc reporter; 0% DMSO, 100% Δ7-dafachronic acid; activation, % at 6.8 µM; 1.4% of 370,000 active; AID 652067, 2013;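 active means activation above the mean of all tested compounds plus 3 SD, cut at about 5.5% in these data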;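 further: 100% = response to 3 µM Δ7-dafachronic acid high control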
ssDAF-12 act – S. stercoralis DAF-12 nuclear receptor activators, primary screen, cell-based, luminescence, HEK293, GRIP1 co-expression, lit1-tk-luc; Nuclear hormone receptor DAF-12 (Strongyloides stercoralis); HEK293 ssDAF-12/GRIP1 lit1-tk-luc reporter; % of 3 µM dafachronic acid response; activation, % at 6.8 µM; 1% of 370,000 active;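 active means activation above the mean over all tested compounds plus 3 SD, cut at about 0.9% in these data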;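 further: 0% = DMSO-only wells and 100% = 3 µM delta7-dafachronic acid wells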
ADAM17 inh – ADAM17 inhibitors, primary screen, biochemical, QFRET; Disintegrin and metalloproteinase domain-containing protein 17 (Homo sapiens), P78536; recombinant ADAM17, EDANS/DABCYL FRET peptide cleavage; inhibition, % at 6.95 µM; 0.83% of 370,000 active; AID 720648, 2013;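 active means inhibition above the mean of compounds lying between control limits plus 3 SD, set per campaign, cut at about 8.5% in these data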;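 further: 0% = DMSO-only wells as the low control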
Target sequence (P78536 215-824 limits assumed): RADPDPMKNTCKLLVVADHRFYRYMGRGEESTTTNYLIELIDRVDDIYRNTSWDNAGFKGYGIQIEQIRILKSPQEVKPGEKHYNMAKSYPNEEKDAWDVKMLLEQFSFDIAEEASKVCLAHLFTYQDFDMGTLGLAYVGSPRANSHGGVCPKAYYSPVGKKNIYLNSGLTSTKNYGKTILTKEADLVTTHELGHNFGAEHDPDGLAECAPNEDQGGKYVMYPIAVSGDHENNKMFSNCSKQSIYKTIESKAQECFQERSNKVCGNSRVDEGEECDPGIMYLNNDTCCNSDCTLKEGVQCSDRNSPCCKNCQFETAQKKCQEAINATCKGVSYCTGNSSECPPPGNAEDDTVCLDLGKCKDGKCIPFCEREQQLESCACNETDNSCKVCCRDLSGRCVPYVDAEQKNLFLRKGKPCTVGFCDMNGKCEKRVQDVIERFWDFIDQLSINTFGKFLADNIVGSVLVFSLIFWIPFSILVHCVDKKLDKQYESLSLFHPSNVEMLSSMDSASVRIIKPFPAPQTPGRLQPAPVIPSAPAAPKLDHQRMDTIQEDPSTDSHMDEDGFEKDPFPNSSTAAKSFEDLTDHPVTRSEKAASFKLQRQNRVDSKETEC
ADAM10 inh – human ADAM10 inhibitors, primary screen, biochemical, QFRET, HTS | inhibition, % at 7 µM | recombinant ADAM10, EDANS/DABCYL FRET peptide cleavage, 3 h | AID 720582, 2013 | 0.62% of 370,000 active | Disintegrin and metalloproteinase domain-containing protein 10 (Homo sapiens), O14672;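 active means inhibition above a per-campaign cutoff equal to the mean of compounds falling between control-based bounds plus 3 SD, cut at about 20% in these data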;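 further: 0% = DMSO wells while the 100% control is not disclosed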
Target sequence (O14672 214-748 limits assumed): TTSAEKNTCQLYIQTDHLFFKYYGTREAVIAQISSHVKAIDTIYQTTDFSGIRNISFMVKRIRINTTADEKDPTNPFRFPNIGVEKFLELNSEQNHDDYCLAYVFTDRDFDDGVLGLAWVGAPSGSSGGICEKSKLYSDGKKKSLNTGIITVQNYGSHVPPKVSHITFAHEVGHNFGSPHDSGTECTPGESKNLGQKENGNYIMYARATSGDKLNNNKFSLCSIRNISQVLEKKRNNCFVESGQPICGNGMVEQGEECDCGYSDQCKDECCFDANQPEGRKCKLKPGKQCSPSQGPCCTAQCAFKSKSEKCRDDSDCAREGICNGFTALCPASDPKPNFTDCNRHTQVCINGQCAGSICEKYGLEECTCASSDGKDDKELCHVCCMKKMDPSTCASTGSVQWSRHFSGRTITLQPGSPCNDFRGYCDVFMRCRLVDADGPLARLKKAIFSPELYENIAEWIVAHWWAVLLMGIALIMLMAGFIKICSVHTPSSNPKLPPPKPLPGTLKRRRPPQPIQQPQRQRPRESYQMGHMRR
PLCg1 inh – PLC-gamma1 enzyme inhibitors, primary screen, biochemical, fluorescence, purified enzyme | fluorogenic substrate | AID 720700, 2013 | 1-phosphatidylinositol 4,5-bisphosphate phosphodiesterase gamma-1 (Homo sapiens), P19174 | 0.84% of 370,000 active | inhibition, % at 12.2 µM; in the data active means inhibition above about 9.5%
hgDAF-12 ag – H. glycines DAF-12 receptor agonists, primary screen, cell-based, luminescence, HEK293, GAL4 fusion, UAS-luciferase | 1.8% of 370,000 active | HEK293 GAL4-hgDAF12 UAS-luciferase reporter, agonist luminescence; normalized to butyrate control | activation, % at 6.8 µM | AID 687014, 2013 | Nuclear hormone receptor DAF-12 (Heterodera glycines), GAL4 fusion;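 active means activation above a cutoff set at the mean of all screened compounds plus 3 SD, cut at about 10% in these data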;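 further: 0% = DMSO wells and 100% = sodium butyrate wells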
PLC-beta3 inh – human PLC-beta3 inhibitors, primary screen, biochemical, fluorescence; 1-phosphatidylinositol 4,5-bisphosphate phosphodiesterase beta-3 (Homo sapiens), Q01970; Purified PLC-beta3, fluorogenic substrate; inhibition, % at 12.2 µM; 0.18% of 370,000 active; in the data active means inhibition above about 11%;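 further: 0% = median of compound wells on plate and 100% = full blocker control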
DAX1 inh-2 – DAX1 (NR0B1) inhibitors on StAR promoter, primary screen, cell-based, luminescence, SF-1 (NR5A1), full-length DAX-1; HEK293T StAR-luciferase reporter, SF-1/DAX-1 repression relief; inhibition, % at 6.8 µM; 1.1% of 370,000 active; AID 652010, 2013;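 active means inhibition above the mean over all tested compounds plus 3 SD, cut at about 3.6% in these data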;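 further: 0% = DAX-1 cells with DMSO and 100% = cells lacking DAX-1 with DMSO; higher inhibition means more luminescence from relief of DAX-1 repression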
* marks the source's active call; other numbers are inactive results; i = inactive; x = no result given; & = joins results of further samples. Rows are unselected; about 6.9% have a hit in one of these screens.

SMILES	HGIII-sPLA2 inh	DAX1 inh-1	GAA850 FXN act	hcDAF-12 act	ssDAF-12 act	ADAM17 inh	ADAM10 inh	PLCg1 inh	hgDAF-12 ag	PLC-beta3 inh	DAX1 inh-2
CCCC(=O)Nc1nnc([C@H]2C[C@H](O)[C@@H](CO)O2)s1	17	x	-0.5	-0.4	-0.5	-7	2	2	-4.9	4	1.0
Cc1ccc(-c2cc(C(=O)N3CCN(C(=O)c4ccco4)CC3)no2)cc1	-3	1.2	1.8	-0.5	0.0	-2	6	-1	1.1	-2	0.7
O=C1c2cccnc2C(Nc2cccc(F)c2)N1Cc1ccco1 (configuration not stated)	2	-0.2	5.0	3.5	-0.7	0	3	1	-1.3	4	-0.2
CCOC(=O)C1=C(C)Nc2ncnn2C1c1cccs1 (configuration not stated)	13	3.4	0.6	-1.4	-1.4	5	-1	4	-0.5	9	0.0
Cc1ccc(NC(=O)COC(=O)C2CC2)c(Br)c1	2	0.0	1.3	0.0	-0.3	-1	-8	-2	-1.5	5	-0.7
Cc1nc(N2CCC(C)CC2)c2c(C)c(C(=O)Nc3cccc(C(F)(F)F)c3)sc2n1	0	-1.0	1.2	-0.1	-1.5	0	6	3	-1.9	3	-0.2
Cc1ccc(NC(=O)COC(=O)CN2C(=O)NC3(CCCC3)C2=O)cc1Cl	-2	0.1	-0.3	-0.7	-1.1	-1	-4	-1	3.1	-9	-0.9
O=C(COc1ccc(Cl)cc1)NCCNC(=O)c1cnccn1	4	-1.1	-0.2	0.1	-1.2	0	7	3	0.0	-64	-0.2
Nc1cc(C(=O)OCC(=O)NCCC2=CCCCC2)ccc1Cl	4	0.5	-0.8	0.2	-1.3	-23	-60	-40	3.3	-59	0.0
O=C(/C=C/c1cccc([N+](=O)[O-])c1)NCCSCc1c(Cl)cccc1Cl	-1	-2.5	1.2	0.6	-1.6	1	-6	2	1.0	0	-0.4
Cc1cccc2cc(CN(Cc3ccc(F)cc3)Cc3nnnn3C3CCCC3)c(=O)[nH]c12	1	1.1	0.0	-0.3	-1.4	-4	-1	-2	2.1	0	-0.2
CCN(CC)CCNC(=O)c1cn(CC)c2cc(N3CCN(C(=O)c4ccco4)CC3)c(F)cc2c1=O	-4	-0.6	1.5	0.9	-1.1	-69	-200	-151	3.4	-226	0.9
O=S(=O)(Nc1ccc(-c2nc3cccnc3s2)cc1)c1cc(F)ccc1F	-26	0.8	4.0	1.4	-1.0	i	i	-318	3.1	-481	0.8
Cc1coc2c1c(C)cc1oc(=O)c(CC(=O)N[C@H](C(=O)O)C(C)C)c(C)c12	3	1.7	3.1	-1.1	-1.1	-264	i	i	0.4	i	0.0
Cc1ccc(C)c(S(=O)(=O)N2CCN(C(=O)c3ccc(OCc4c(C)noc4C)cc3)CC2)c1	-23	-0.1	0.8	-2.2	-1.3	1	-7	5	-1.5	-4	-1.4
CN[C@H]1CC[C@@H](c2ccc(Cl)c(Cl)c2)c2ccccc21	6&-4	1.1&3.4	0.2&0.6	-1.8&-1.9	-1.6&-1.7	0&0	-3&2	-2&3	-1.0&-2.1	4&5	-0.2&-1.6
CN1CCc2c(c3ccccc3n2C)C1	-6	1.5	1.0	-1.2	-1.2	-1	-2	1	2.3	0	0.5
COc1ccc(C2=NN(C(=O)CCC(=O)O)C(c3ccccc3F)C2)cc1 (configuration not stated)	-4	-1.2	0.5	-0.9	-0.9	-6	-11	1	0.1	-4	-0.2
O=C(Nc1nnc(Cc2ccccc2)s1)c1cccs1	3	-0.2	3.5	1.6	-0.6	-5	-10	-2	2.9	-1	0.7
COc1ccccc1NC(=O)CCC(=O)OCc1ccc(Br)cc1	0	0.4	-1.8	-0.6	-1.4	5	5	4	-2.4	-6	-0.5
COc1ccc(CN(C(=O)CSc2nnc(-c3ccc(OC)c(OC)c3)o2)c2ccc(F)cc2)cc1	0	-0.7	-0.5	-1.6	-0.9	0	-1	0	-1.4	3	0.1
O=C(NC1CCCCCCC1)C1c2ccccc2C(=O)N1Cc1ccco1 (configuration not stated)	-7	2.5	1.8	-1.7	-1.7	-1	-5	0	-1.5	0	-0.4
O=C1N=C(N2CCc3ccccc3C2)S/C1=C\c1cccc(O)c1	-22	1.2	-2.1	2.0	-1.5	4	6	0	0.0	-6	0.2
Cc1ccc(C(=O)NCCCN2CCOCC2)cc1S(=O)(=O)N1CCCCC1	8	-0.6	-0.4	-0.7	-0.7	-2	-10	2	0.5	-7	-0.3
CC1CCN(C(=O)CCC(=O)N2CC(C)Oc3ccccc32)CC1 (configuration not stated)	0	1.7	0.5	-2.6	-1.7	-3	-3	-2	-3.8	2	0.6
Cc1oc(-c2ccccc2Cl)nc1CSCC(=O)N1CCCC1	-1	-2.2	-9.5	-1.3	-2.2	-3	-7	-1	-7.5	2	-2.3
CCOC(=O)C(C(=O)OCC)C(C#N)c1ccccc1 (configuration not stated)	-3	-0.7	0.7	1.6	-0.8	-4	2	4	0.2	0	-0.5
O=C(C1CCCC1)N1CCN(S(=O)(=O)c2ccc(F)c(F)c2F)CC1	3	-0.3	0.5	0.0	-1.0	0	-2	-3	-1.6	-7	0.2
COc1ccccc1C(=O)Nc1ccc2c(c1)OCCO2	0	1.9	3.6	6.8*	0.6	-6	-9	0	14*	-4	2.3
Cc1cc(C)cc(OCC(=O)NNC(=O)c2ccccn2)c1	-2	-0.8	-1.8	-2.1	-1.5	-3	-20	-2	-4.6	-9	0.1

Marked active in hcDAF-12 act, among the entries above:
Compound | HGIII-sPLA2 inh | DAX1 inh-1 | GAA850 FXN act | hcDAF-12 act | ssDAF-12 act | ADAM17 inh | ADAM10 inh | PLCg1 inh | PLC-beta3 inh | DAX1 inh-2
COc1ccccc1C(=O)Nc1ccc2c(c1)OCCO2 | 0 | 1.9 | 3.6 | 6.8* | 0.6 | -6 | -9 | 0 | -4 | 2.3

The results go on:
SMILES	HGIII-sPLA2 inh	DAX1 inh-1	GAA850 FXN act	hcDAF-12 act	ssDAF-12 act	ADAM17 inh	ADAM10 inh	PLCg1 inh	hgDAF-12 ag	PLC-beta3 inh	DAX1 inh-2
Cn1c(=O)c2c(ncn2CC(=O)OCC(=O)NCc2ccc(F)cc2)n(C)c1=O	9	1.2	0.8	-1.3	-0.8	-5	-10	2	-0.5	-3	0.2
CC(=O)Nc1c(C(=O)Nc2ccc3c(c2)OCO3)oc2ccccc12	7	3.3	5.3	7.6*	0.6	-2	-3	-2	8.8	-15	1.8
CC1(C(=O)N2CCN(C(=O)c3ccco3)CC2)CC1(Br)Br (configuration not stated)	0	0.4	-1.3	-0.2	-0.4	-3	9	2	-0.1	0	0.1
COc1ccc(C2=NN(C(=O)CCC(=O)O)C(c3ccc(F)cc3)C2)cc1 (configuration not stated)	-5	-0.2	-0.1	-2.5	-0.7	-3	-7	1	3.5	-6	0.5
COc1ccc(-c2csc3ncnc(Oc4ccc5c(C)cc(=O)oc5c4)c23)cc1	-4	0.0	1.8	-0.6	0.2	1	4	2	-4.2	-2	0.2
COc1ccc([C@H]2/C=C\CN(S(C)(=O)=O)[C@@H](C)C(=O)N2Cc2ccc(F)cc2)cc1	3	-0.5	-0.5	-0.9	-1.1	-1	-5	-3	-2.3	-2	-0.7
COc1cccc(NC(=O)CN(C)C(=O)C2=COCCO2)c1	4	1.0	2.7	3.7	-0.7	6	6	4	0.7	-2	3.0
S=C(NCCC(c1ccccc1)c1ccccc1)Nc1ccccc1Cl	-28	-0.5	0.3	-0.9	-0.6	8	20	0	-0.1	0	-0.3
Cc1ccc(S(=O)(=O)N(C)CC(=O)O/N=C(\N)c2cccnc2)cc1	-3	0.1	0.2	-1.6	-0.6	-1	-7	3	-2.0	-2	1.0
c1ccc(CN=C2NN=C(c3ccccc3)CS2)cc1	8	0.1	3.2	1.5	0.5	2	5	-3	8.9	-13	2.5
CCN(CC)CCCN(Cc1cc2cc3c(cc2[nH]c1=O)OCCO3)C(=O)Nc1ccc(F)cc1	3	0.7	-4.1	0.1	-0.8	-65	-189	-15	-3.0	-26	0.1
O=C(NC(Cc1ccccc1)C(=O)N1CCN(c2ccc(F)cc2)CC1)c1ccccc1 (configuration not stated)	17	0.3	-2.4	-1.8	-1.1	2	-13	1	-2.4	-3	-0.9
COC(=O)C1C(OC)=CC(=O)C2CCCCC21 (configuration not stated)	13	1.6	-0.2	-2.4	-1.1	-3	-10	0	-2.7	3	-0.9
COc1ccc(CCN2C(=O)CCC2(C)c2nnnn2-c2c(C)cccc2C)cc1OC (configuration not stated)	-2	x	x	-0.2	-1.0	-4	-7	0	0.1	1	-0.6
COc1ccc(CC(=O)NCC(=O)N/N=C/c2ccco2)cc1	6	-1.6	3.7	1.3	-0.2	-4	-1	-2	-2.1	-3	-0.2
COc1ccnc(Oc2cccc(C(F)(F)F)c2)c1C(=O)N/C=N/OCc1ccccc1F	-5	0.9	-0.4	-2.1	-1.6	5	16	2	-3.8	-2	-0.6
Cn1c(=O)[nH]c(=O)c2c1nc(N1CCCCCC1)n2CC(N)=O	3	0.7	2.1	-0.8	-1.1	-5	-9	-1	0.8	1	2.0
CCSc1nc2sccc2c(=O)n1-c1ccccc1	-2	-0.9	2.6	-2.9	-1.1	0	7	-1	1.7	-2	0.3
CCOC(=O)n1ccc(C(=O)Nc2ccccc2F)n1	3	-0.4	4.8	0.5	-1.2	1	-2	0	4.5	3	0.9
CCC1CCCCN1C(=O)CCn1c(=O)oc2ccccc21 (configuration not stated)	-2	0.8	0.8	0.1	-0.6	-3	-1	2	-0.7	4	-0.3
COc1cccc(/C(=N/O)C2CC2c2ccc(Cl)cc2)c1 (configuration not stated)	2	0.2	2.1	-2.7	-1.6	7	22*	2	3.0	-3	-0.2
Cn1c(=O)c2c(nc(CO)n2C)n(C)c1=O	3	-0.6	0.7	0.1	-1.5	3	-1	2	0.7	2	0.0
Cc1cccc(Oc2ccccc2NC(=O)CSCC(=O)Nc2cc(C)on2)c1	-11	-2.7	-3.9	-2.3	-1.4	-7	-3	1	-6.4	-8	-2.7
Cc1cccc(C)c1N(CC(=O)NN=C1CCCCCC1)S(C)(=O)=O	-6	-0.3	-0.8	-0.8	-1.1	2	5	3	-1.4	2	-0.2

Bioassay records from PubChem.
